From PubChem
PI4K2A block: PI4K2A (human) kinase inhibition | purified PI4K2A, ADP-Glo luminescence, 1 h; stronger effect = lower value | activity change, negative = inhibition, % at 76.9 µM | AID 1346378 | Q9BTU6 | actives 0.13% (n = 420,000); in the data active = activity change below about -50%; inconclusive = mostly about -30% to -49%;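 note: -100% = wells without enzyme as full effect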
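In this quantitative HTS, ADP production by PI4K2A was quantified luminescently after 1 h at ambient temperature; 100 microM adenosine served as plate-quality control.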
PGK inhibitor: blocks T. brucei phosphoglycerate kinase; P07378; PGK/GAPDH coupled, Kinase-Glo luminescence, 60 min; Potency, µM (doses to about 57.5 µM), for inactives: top-dose activity change, negative = inhibition, hits mostly inhibitors; actives 0.043% (n = 380,000); note: potency is the fitted concentration of half-maximal effect; % is set by controls: 0 for no effect and ±100 for the full control effect; nearly all actives have a fitted effect of over 60% in size
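Recombinant glycosomal PGK reaction used 1,3-bisphosphoglycerate generated in-well by GAPDH (100nM final) in 100mM TEA pH 7.6, 5mM MgCl2, 0.01% Tween-20. After 60 minutes at room temperature, ATP was read by Kinase-Glo Plus luminescence end-point.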
USP1 inh: USP1/UAF1 (human) deubiquitinase inhibition; recombinant USP1/UAF1, Ub-Rhodamine cleavage fluorescence; Potency, µM (highest dose often 57.1 µM), for the others: at the top dose activity change, negative = inhibition, actives largely listed as inhibitors; actives 0.23% (n = 390,000); AID 743255; note: potency is the fitted concentration of half-maximal effect; % is set by controls: 0 for no effect and ±100 for the full control effect; nearly all actives have a fitted effect of over 60% in size; inactives centre near -12
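In this screen, compounds sit with the deubiquitinase complex (1nM) for 15 min at room temperature before Ub-Rho is added at 150nM final. Fluorescence rise is then followed for 6 reads every 60 seconds.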
HP1b chromo inh: HP1-beta chromodomain-methylated histone interaction inhibition | P83916 | AlphaScreen HP1-beta / biotin-H3K9me3 peptide binding | Potency, µM (top dose mostly 114 µM), inactives show top-dose activity change, negative = inhibition, most hits filed as inhibitors | actives 0.56% (n = 390,000); note: potency is the fitted concentration of half-maximal effect; nearly all actives have a fitted effect of over 70% in size; inactives centre near 23
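Compound inhibition of the preformed complex between 50 nM HP1-beta and 50 nM biotinylated H3K9me3 peptide was read by AlphaScreen. Buffer was PBS pH 7.4 with 0.01% Tween-20. Incubations ran 30 min at room temperature, with 10 ug/mL donor/acceptor beads.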
TrxR1 inh: rat TrxR1 inhibition; Potency, µM (titrated, usually from 114 µM), for the others: at the top dose activity change, negative = inhibition, most hits filed as inhibitors; actives 1% (n = 390,000); O89049; recombinant rTrxR1, NADPH fluorescence consumption, selenite substrate; note: potency is the fitted concentration of half-maximal effect; % is set by controls: 0 for no effect and ±100 for the full control effect; nearly all actives have a fitted effect of over 65% in size
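Rat TrxR1 (90 nM in the dispensed reagent) was pre-reduced with 400 uM NADPH for 5 min at room temperature, then incubated with compound for 15 min. After 400 uM selenite was added, NADPH fluorescence (Ex 340/Em 450 nm) was followed for 8 min.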
Pin1 inh: inhibitors of human Pin1. Pin1 FP peptide displacement, HiFluor488, 10 min. Potency, µM (series often up to 115 µM), for inactives: at the highest dose activity, negative = inhibition, hits mostly inhibitors. actives 0.009% (n = 390,000); active = well fitted inhibition curve with a large enough effect in the polarisation, with a control signal flat, not every such curve was filed as active; inconclusive = small, poorly fitted or top-dose-only effect, or effect the other way, or a change in a side signal; inactive = no such curve, though single readings can be large or run the other way; the % refers to the polarisation; note: potency is the fitted concentration of half-maximal effect; % is set by controls: 0 for no effect and ±100 for the full control effect
IDH1 R132H inh: blocks human mutant IDH1 R132H enzyme; O75874; Potency, µM (highest dose often 76.6 µM), without a hit: at the highest dose activity change, negative = inhibition, hits mostly inhibitors; AID 602179; IDH1-R132H enzyme, NADPH consumption, diaphorase/resazurin fluorescence; actives 0.093% (n = 390,000); note: potency is the fitted concentration of half-maximal effect; % is set by controls: 0 for no effect and ±100 for the full control effect; nearly all actives have a fitted effect of over 65% in size
Target sequence (O75874 whole entry R132H, stated change not applied): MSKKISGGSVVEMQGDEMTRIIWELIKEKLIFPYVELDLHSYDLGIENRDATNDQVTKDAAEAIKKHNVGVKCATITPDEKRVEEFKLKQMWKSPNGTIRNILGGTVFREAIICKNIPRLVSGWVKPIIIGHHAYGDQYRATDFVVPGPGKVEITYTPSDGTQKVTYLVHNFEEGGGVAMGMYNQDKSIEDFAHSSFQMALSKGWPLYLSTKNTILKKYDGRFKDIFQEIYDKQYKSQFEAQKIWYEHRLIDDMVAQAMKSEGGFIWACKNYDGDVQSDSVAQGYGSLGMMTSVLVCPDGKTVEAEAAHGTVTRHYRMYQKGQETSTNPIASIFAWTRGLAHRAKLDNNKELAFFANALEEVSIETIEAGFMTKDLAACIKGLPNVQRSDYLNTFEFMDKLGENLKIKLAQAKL
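IDH1-R132H (0.5 ug/mL) preincubated 30 min with compound, then NADPH (0.016 mM) and alpha-KG (2 mM) added; 80 min at RT, pH 7.5. Remaining NADPH coupled via diaphorase/resazurin to fluorescence (540/590 nm); concentration-response curves normalized to no-enzyme control.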
GLS inhibitor: glutaminase GLS (human) inhibition | actives 0.21% (n = 410,000) | Potency, µM (series often up to 45.5 µM), for the others: top-dose activity change, negative = inhibition, hits mostly inhibitors | AID 624170 | GLS enzymatic activity, qHTS titration; note: potency is the fitted concentration of half-maximal effect; % is set by controls: 0 for no effect and ±100 for the full control effect
Target sequence (O94925 whole entry, looked up): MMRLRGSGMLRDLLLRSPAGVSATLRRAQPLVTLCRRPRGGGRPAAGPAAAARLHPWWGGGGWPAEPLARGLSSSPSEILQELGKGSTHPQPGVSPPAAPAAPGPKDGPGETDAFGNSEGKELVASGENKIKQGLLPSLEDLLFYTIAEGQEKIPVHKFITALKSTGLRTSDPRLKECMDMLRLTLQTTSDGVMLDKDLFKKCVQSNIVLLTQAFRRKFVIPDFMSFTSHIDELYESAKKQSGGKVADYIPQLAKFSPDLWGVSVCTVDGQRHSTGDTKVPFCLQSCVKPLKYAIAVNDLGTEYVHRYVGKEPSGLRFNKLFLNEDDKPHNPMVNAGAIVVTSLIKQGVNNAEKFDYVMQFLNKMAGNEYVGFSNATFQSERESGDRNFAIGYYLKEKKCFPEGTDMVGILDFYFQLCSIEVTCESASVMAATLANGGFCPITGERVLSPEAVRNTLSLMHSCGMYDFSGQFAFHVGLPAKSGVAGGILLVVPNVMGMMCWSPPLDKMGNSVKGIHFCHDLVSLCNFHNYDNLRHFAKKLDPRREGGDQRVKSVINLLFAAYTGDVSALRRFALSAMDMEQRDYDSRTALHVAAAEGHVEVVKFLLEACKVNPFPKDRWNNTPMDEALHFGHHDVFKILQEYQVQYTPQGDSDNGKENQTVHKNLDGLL
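Two-point fluorescence kinetic (t0, 30 min RT) for hKGA; glutamate detected via glutamate oxidase–HRP–Amplex Red. Substrate: 1 mM L-glutamine solution; buffer 45 mM KH2PO4, pH 8.2.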
TrxR1 substrate: rat thioredoxin reductase 1 substrate activity; O89049; AID 588456; Potency, µM (highest dose often 114 µM), inactives show at the top dose activity change, negative = substrate turnover; purified TrxR1 substrate turnover, NADPH consumption readout; actives 0.01% (n = 390,000); note: potency is the fitted concentration of half-maximal effect; % is set by controls: 0 for no effect and ±100 for the full control effect; nearly all actives have a fitted effect of over 50% in size
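Rat TrxR1, dispensed at 90 nM, was prereduced with 400 uM NADPH (final) for 5 min at ~22 deg C, then incubated with compound 15 min before 400 uM selenite. A first-read NADPH fluorescence drop versus no-compound background flagged substrates.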
Numbers without * were called inactive; i = inactive; ? = inconclusive; . = not tested or not shown; [ ] = another dose, or the depositor's remark. Unless noted, calls come from the whole dose curve; as a rule, active = well fitted curve in the direction sought with a large enough effect; inconclusive = small, poorly fitted or top-dose-only effect, or another doubt; inactive = no such curve, though single readings can be large; an effect the other way counts as inactive or inconclusive. Only part of the results is shown; the hit share may differ from the screen's.

SMILES	PI4K2A block	PGK inhibitor	USP1 inh	HP1b chromo inh	TrxR1 inh	Pin1 inh	IDH1 R132H inh	GLS inhibitor	TrxR1 substrate
O=C(Nc1ccccc1C(=O)OC1CCOC1=O)c1ccco1 (stereo unspecified)	5	-2%	-20%	23%	-11%	-11%	-4%	-6%	-8%
C=CCNC(=S)NNC(=O)c1csc(C)c1C	-3	-3%	4%	36%	-19%	1%	3%	29%	-9%
O=c1nc(N2CCOCC2)ccn1-c1nc(-c2ccccc2)sc1-c1ccccc1	-2	-4%	-21%	2%	17%	-5%	5%	2%	8%
CCOc1ccc(C2C(=O)N(C3CCCCCC3)CC(=O)N2CCc2ccc(Cl)cc2)cc1OC (stereo unspecified)	-9	i	-6%	27%	-7%[57.1 µM]	-2%	18%	8%	-8%[57.1 µM]
COc1ccccc1CNC(=O)C/C(C)=N/NC(=O)Cc1ccc(Cl)cc1	3	-4%	-15%	11%	28%[57.1 µM]	-4%	-4%	2%	12%[57.1 µM]
O=C(NC1CCCCC1)c1ccc(Br)o1	-2	-5%	-3%	36%	-24%	0%	5%	-4%	2%
COc1ccc(NC(=O)Nc2ccc3c(c2)C(=O)N([C@H](C)CO)C[C@H](C)[C@@H](CN(C)C(=O)Nc2ccccc2)O3)cc1	-2	-6%	-3%	14%	-3%	-5%	-5%	-13%	-6%
Cc1cccc(C)c1NC(=O)C1(N(Cc2ccco2)C(=O)c2ccccn2)CCCC1	5	-1%	-8%	19%	-6%[57.1 µM]	2%	3%	-3%	14%[57.1 µM]
O=c1c2[nH]c3ccc(F)cc3c2ncn1Cc1ccncc1	2	-8%	-8%	-6%	-4%	-4%	-6%	-3%	13%
O=C1Cc2ccccc2N1c1ccccc1	2	2%	-9%	43%[activator]	-18%	-2%	6%	14%	-14%
COC(=O)N/N=C/c1ccc(-c2ccc(Cl)c(Cl)c2)o1	-2	i	-8%	14%	18%	1%	5%	-1%	-3%
CCCCc1sc(-c2c(C#N)c(N)nc3c2CCCCC3)cc1[N+](=O)[O-]	6	.	-18%	10%	7%	1%	4%	-8%	-2%
Cc1nnc(SCC(=O)N(Cc2ccccc2)C(C)(C)C)[nH]c1=O	1	4%	-18%	48%[activator]	4%	2%	-7%	?	0%
COc1ccc(C[C@@H]2CN3C(=NC[C@@H]3C)N2C[C@H](C)NC(=O)CCC2CCCCC2)cc1	0	-8%	-21%	25%	0%	0%	-22%	-5%	2%
COCCOc1ccc(C(F)(F)F)cc1NC(=O)COC(=O)c1cc[n+]([O-])cc1	2	-2%	-14%	36%	2%[57.1 µM]	3%	0%	-3%	-3%[57.1 µM]
Cc1cc2cc(C#N)c(SCC(=O)Nc3nonc3C)nc2cc1C	5	1%	-6%	12%	-25%	18%	-7%	15%	-4%
CCOC(=O)c1[nH]c(C)c(C(=O)OCC(=O)N(CC)C2CCS(=O)(=O)C2)c1C (stereo unspecified)	-5	-9%	-6%	-3%	30%[57.1 µM]	-1%	-5%	1%	10%[57.1 µM]
O=C(c1ccco1)N1N=C(c2ccccc2)CC1c1ccc2nccnc2c1 (stereo unspecified)	-2	7%	-3%	3%	-28%[57.1 µM]	40%[activator]	12%	-8%	-3%
Cc1cccc(C)c1NC(=S)N1CC(C)OC(C)C1 (stereo unspecified)	3	?	-11%	48%[activator]	13%	-7%	-1%	-1%	0%
CC(=O)N1CCN2C(=O)C1CCCC(=O)c1cc(C(C)C)ccc12 (stereo unspecified)	-12	-7%	-4%	20%	-12%	-4%	10%	3%	-3%
NC(=O)C1Cc2ccccc2CN1C(=O)c1cc(C2CC2)nn1-c1ccccc1 (stereo unspecified)	3	6%	-14%	41%[activator]	19%	6%	-4%	3%	8%
CC(C)CCOc1cccc(OCC(=O)O)c1	-7	-7%	-24%	19%	10%	-3%	-2%	3%	4%
CCC(CC)NC(=O)c1ccc(Cl)cc1	3	-3%	-15%	32%[activator]	-6%	-6%	0%	3%	-4%
CCOc1ccc(NC(=O)CSc2nc3ccsc3c(=O)n2CC)cc1	1	-1%	4%	19%	16%[57.1 µM]	1%	21%	8%	6%[57.1 µM]
CCOC(=O)c1c(-c2ccc(F)cc2)csc1NC(=O)CCN1C(=O)c2ccccc2C1=O	0	i	-18%	28%	11%[57.1 µM]	4%	-7%	2%	-4%[57.1 µM]
CCC(C)(C)NC(=O)C(c1ccc(C)cc1)N(Cc1cccnc1)C(=O)c1csnn1 (stereo unspecified)	-4	-18%	-7%	11%	16%[57.1 µM]	1%	9%	10%	12%[57.1 µM]
CCNC(=S)N(Cc1cc2c(C)ccc(C)c2[nH]c1=O)C1CCCC1	5	10%	3%	39%[activator]	-16%	6%	0%	3%	1%
Cc1nnc(SCC(=O)Nc2ccc([N+](=O)[O-])cc2)n1C	-1	i	-20%	29%	-1%	-3%	6%	-5%	-9%
Cc1cc(Cl)c2oc(C(=O)N(C)Cc3cc(C)[nH]n3)c(C)c2c1	-7	-1%	-17%	15%	-12%	-5%	7%	0%	-7%
COc1ccc(Cl)cc1NC(=O)COC(=O)C1CC(=O)N(Cc2ccccc2)C1 (stereo unspecified)	1	7%	-17%	16%	19%	6%	0%	2%	3%
Cc1ccc(NC(=O)CCNC(=O)c2ccco2)cc1Cl	5	2%	-25%	6%	-3%	5%	-2%	5%	0%
Cc1cccc(C(=O)OCC(=O)NC(=O)Cc2ccccc2)c1O	2	-7%	-13%	43%[activator]	25%	-13%	-15%	8%	4%
Cc1nc(-c2cccnc2)sc1C(=O)Nc1cccc(C(F)(F)F)c1	3	i	-20%	34%	18%	-1%	3%	-11%	-5%
CC(Oc1ccccc1)C(=O)Nc1ccc(OCc2cc(=O)n3ccsc3n2)cc1 (stereo unspecified)	2	0%	?	17%	6%	-8%	-3%	1%	3%
O=C(Nc1cccc(Cl)c1)c1ccncc1	0	-2%	-20%	29%	2%[57.1 µM]	1%	-2%	-3%	-11%
CCOc1ccc(C(c2c(O)cc(C)n(CCOC)c2=O)N2CCN(c3ccccc3F)CC2)cc1 (stereo unspecified)	-2	-10%	?	18%[57 µM]	?	0%	-6%	13%	5%[57.1 µM]

Ordered by formula weight (highest first): three of the compounds above
SMILES	PI4K2A block	PGK inhibitor	USP1 inh	HP1b chromo inh	TrxR1 inh	Pin1 inh	IDH1 R132H inh	GLS inhibitor	TrxR1 substrate
CCOC(=O)c1c(-c2ccc(F)cc2)csc1NC(=O)CCN1C(=O)c2ccccc2C1=O	0	i	-18%	28%	11%[57.1 µM]	4%	-7%	2%	-4%[57.1 µM]
CCNC(=S)N(Cc1cc2c(C)ccc(C)c2[nH]c1=O)C1CCCC1	5	10%	3%	39%[activator]	-16%	6%	0%	3%	1%
Cc1cc(Cl)c2oc(C(=O)N(C)Cc3cc(C)[nH]n3)c(C)c2c1	-7	-1%	-17%	15%	-12%	-5%	7%	0%	-7%

Carrying on:
SMILES	PI4K2A block	PGK inhibitor	USP1 inh	HP1b chromo inh	TrxR1 inh	Pin1 inh	IDH1 R132H inh	GLS inhibitor	TrxR1 substrate
O=[N+]([O-])c1cccc(S(=O)(=O)NC2CC3CCC2C3)c1 (stereo unspecified)	-1	-3%	-7%	22%	20%	-1%	-4%	-2%	-3%
CCS(=O)(=O)N1Cc2ccccc2CC1C(=O)Nc1cccc(OC)c1 (stereo unspecified)	7	0%	-9%	77%[activator]	7%	-1%	1%	-9%	4%
O=C(Nc1ccc(F)cc1)C1CCC(N2C(=O)c3ccccc3C2=O)CC1 (stereo unspecified)	1	0%	12%	11%	18%	-7%	10%	-1%	6%
COC1=C/C(=C/c2c(O)c(C#N)c3ccccn23)C=CC1=O	-8	-4%	-10%	?	13µM*	?	-8%	-14%	-7%
CCN(c1cc(C)cc(C)c1)S(=O)(=O)c1nnc(NC(=O)c2cccc(F)c2)s1	-2	-9%	-7%	34%	9%	26%	-10%	8%	-6%
O=C(COC(=O)c1nc(Cl)ccc1Cl)NNC(=O)c1cccs1	2	-7%	-5%	34%	-15%	-9%	5%	13%	-7%
O=C1C(Oc2ccccc2)C(c2cccs2)N1Cc1ccc2c(c1)OCO2 (stereo unspecified)	8	.	-1%	27%	21%	10%	6%	0%	-4%[57.1 µM]
CCOC(=O)C1CCN(c2nc(-c3ccc(C)cc3)nc3ccccc23)CC1	0	-3%	-28%	79%[activator]	14%	-2%	3%	0%	-3%[57.1 µM]
Cc1ccc(C)c(NC(=O)c2ccc(OC(=O)c3ccco3)cc2)c1	16	-11%	-11%	43%[activator]	12%	3%	3%	-2%	9%
O=C1NC(c2cc3c(cc2Cl)OCO3)Oc2ccccc21 (stereo unspecified)	12	-5%	-26%	31%	20%	-2%	5%	-5%	9%
CC(C)(C)c1ccc(C(=O)NCCOc2ccccc2F)cc1	6	i	-25%	65%[activator]	5%	-4%	12%	-14%	-10%
O=C(C1CC(=O)N(c2ccc(Cl)cc2)C1)N1CCOCC1 (stereo unspecified)	12	i	-5%	25%	22%	-4%	-2%	-3%	4%
Cc1nonc1OCCN1CCN(c2ccc([N+](=O)[O-])cc2)CC1	8	-4%	-16%	5%	5%	0%	-3%	-3%	-8%
O=C(O)c1ccc(CSC2CCCCC2)cc1	-6	i	-13%	22%	7%	-2%	4%	-3%	-4%
O=C(CN1c2cccc3cccc(c23)S1(=O)=O)Nc1cccc(S(=O)(=O)N2CCOCC2)c1	4	4%	-20%	3%	-8%	21%	5%	7%	11%
CCOc1ccccc1N1CCN(S(=O)(=O)c2ccc(C3CCCCC3)cc2)CC1	4	-2%	11%	30%	5%[2.29 µM]	1%	1%	-6%	-7%
